High-throughput results from PubChem.
PAFAH1B2 inh = inhibitors of human PAFAH1B2; P68402; recombinant PAFAH1B2, FP-rhodamine activity probe, fluorescence polarization; inhibition, % at 3.39 µM; actives 1.2% (n = 340,000); AID 492953;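 active = inhibition above the mean of all tested compounds plus 3 SD, cut at about 24% in these data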;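 note: 0% = enzyme with DMSO and 100% = wells lacking PAFAH1B2; many of its hits are not listed in these tables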
PAFAH2 FP inh = inhibitors of human PAFAH2; Q99487; recombinant PAFAH2, FP-rhodamine activity probe, fluorescence polarization; inhibition, % at 3.39 µM; actives 0.99% (n = 340,000); AID 492956;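 active = inhibition above the mean over all tested compounds plus 3 SD, cut at about 30% in these data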;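 note: inhibitors block probe labeling of enzyme so polarization drops; 0% = enzyme with DMSO and 100% = wells lacking PAFAH2 protein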
PAFAH1B3 FP inh = PAFAH1B3 (human) inhibition. Q15102. recombinant PAFAH1B3, FP-rhodamine probe, fluorescence polarization. inhibition, % at 3.39 µM. actives 0.28% (n = 340,000);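 active = inhibition above the screen-wide average of all tested compounds plus 3 SD, cut at about 25% in these data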;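 note: 0% = enzyme with DMSO only and 100% = wells lacking PAFAH1B3 protein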
* marks the source's active call; other numbers are inactive results.

SMILES	PAFAH1B2 inh	PAFAH2 FP inh	PAFAH1B3 FP inh
COc1ccc2nc3c(C)n(C)ccc-3c2c1	-3	2	7
NNCc1ccccc1	-5	10	11
Cc1ccccc1C(=O)N1Cc2cnnn2-c2ccccc2C1C#N (stereo unspecified)	3	-1	6
CC12CCC(=O)C=C1CC(N1CC1)C1C2CCC2(C)C(O)CCC12 (stereo unspecified)	0	2	5
COC(=O)C1=C(C(=O)OC)C2OC1c1cc3ccccc3cc12	1	4	4
Cc1cccc(N=C2c3cc([N+](=O)[O-])ccc3-c3c2cc([N+](=O)[O-])cc3[N+](=O)[O-])c1	6	3	13
CN1CCC(N(C)c2nc(-c3ccc([N+](=O)[O-])cc3)nc3ccccc23)CC1	-4	-6	1
CC12C=CC(=O)C=C1CC(O)C1C2CCC2(C)C1CCC2(C)O (stereo unspecified)	7	7	10
CC(OC(=O)c1cn(C)c2ccccc12)C(=O)N(C)c1ccccc1 (stereo unspecified)	1	-5	-5
COP(=S)(OC)SCn1nnc2ccccc2c1=O	1	6	-1
O=C(Nc1cccc(Cl)c1)OCC#CCN1CCCC1	7	8	5
CN1C(=O)C(=Cc2sc(=O)n(-c3ccccc3)c2N2CCCCC2)C(=O)N(C)C1=O	4	6	11
Cc1cccc(CCNCc2cc3cccc(C)c3[nH]c2=O)c1	3	1	15
CC(C)(C)C(=O)N1Cc2ccccc2-n2nncc2C1	2	11	-1
CC12CC(=O)C3C(CCC4CC(=O)C=CC43C)C1CCC2=O (stereo unspecified)	8	9	8
O=C(O)c1cccc2c1NC(c1cccc([N+](=O)[O-])c1)C1CC(Sc3ccccc3[N+](=O)[O-])C(Cl)C21 (stereo unspecified)	18	37*	11
Cc1c(OC(=O)N(C)C)ccc2c1O/C(=C\c1ccco1)C2=O	-2	0	7
CCC1([N+](=O)[O-])COP(=O)(NCc2cccnc2)OC1 (stereo unspecified)	-1	4	7
CN(c1ccccc1)P(=O)(N1CC1)N1CC1	2	7	3
Cn1cc(C(=O)OCC(=O)Nc2ccccc2Cl)c2ccccc21	4	24	6

Part of the list above, with bars between the fields:
SMILES | PAFAH1B2 inh | PAFAH2 FP inh | PAFAH1B3 FP inh
CC(OC(=O)c1cn(C)c2ccccc12)C(=O)N(C)c1ccccc1 (stereo unspecified) | 1 | -5 | -5
COP(=S)(OC)SCn1nnc2ccccc2c1=O | 1 | 6 | -1
O=C(Nc1cccc(Cl)c1)OCC#CCN1CCCC1 | 7 | 8 | 5

Other structures follow.
SMILES	PAFAH1B2 inh	PAFAH2 FP inh	PAFAH1B3 FP inh
c1ccc(Nc2ccc3ccccc3c2)cc1	7	15	2
CC1(C)C(=O)CCC2C1=CCC1C2CCC2(C)C(O)CCC12 (stereo unspecified)	3	3	13
COC[C@H]1OC(=O)c2coc3c2[C@@]1(C)C1=C(C3=O)[C@@H]2CCC(=O)[C@@]2(C)C[C@H]1OC(C)=O	5	3	13
CCOC(=O)[C@]12Cc3cc(OC)ccc3[C@H]1N(Cc1ccccc1)C(=O)c1cc(F)c(F)cc12	-5	-9	-3
CS(=O)(=O)N1Cc2cnnn2-c2ccccc2C1C#N (stereo unspecified)	4	1	4
CCCC1(CCO)C(=O)NC(=S)NC1=O	3	5	9
CC(=O)O[C@H]1C[C@@H]2OC3C=C(C)CCC3(C)[C@@]1(C)[C@@]21CO1 (stereo partly specified)	3	0	5
C=CCNC(=S)Nc1ccc(OC(=O)Nc2ccc(Cl)c(Cl)c2)cc1	-2	-26	-8
O=C(O)C1C2c3ccccc3C(O)C1(C(=O)O)c1ccccc12 (stereo unspecified)	3	-2	3
C=CCOC(=O)C1C(C(=O)O)C2(Cl)C(Cl)=C(Cl)C1(Cl)C2(Cl)Cl (stereo unspecified)	21	31*	8
CCOC(=O)[C@]12Cc3ccsc3[C@H]1N(Cc1ccccc1)C(=O)c1ccccc12	1	0	6
CSc1cccc(NP2(=O)OCC(C)([N+](=O)[O-])CO2)c1 (stereo unspecified)	8	2	4
CC12C=CC(=O)CC1CCC1C2CCC2(C)C(O)C(O)CC12 (stereo unspecified)	4	0	2
COc1ccc(CN2CC=C(c3ccc(F)cc3)CC2)cc1Br	4	-8	12
CCC1(CC)C(=O)NC(=O)N(c2ccccc2)C1=O	-1	5	8
Nc1ccc(Cc2ccc(N)cc2)cc1	11	5	6
NS(=O)(=O)c1nc[nH]c1[N+](=O)[O-]	2	-1	0
C[C@H]1CCC/C=C/[C@@H]2C[C@H](O)C[C@H]2[C@@H](O)/C=C/C(=O)O1	7	2	14
Cc1ccc(-n2c(/C=C/c3ccccn3)nc3ccccc3c2=O)cc1	3	-7	2
C=CCN1C(=O)NC(=O)/C(=C/c2ccc(OCC(=O)Nc3ccc(C)cc3)cc2)C1=O	0	5	0

An excerpt from above, reduced to PAFAH1B2 inh.
mol	PAFAH1B2 inh
CC1(C)C(=O)CCC2C1=CCC1C2CCC2(C)C(O)CCC12 (stereo unspecified)	3
COC[C@H]1OC(=O)c2coc3c2[C@@]1(C)C1=C(C3=O)[C@@H]2CCC(=O)[C@@]2(C)C[C@H]1OC(C)=O	5
CCOC(=O)[C@]12Cc3cc(OC)ccc3[C@H]1N(Cc1ccccc1)C(=O)c1cc(F)c(F)cc12	-5
CS(=O)(=O)N1Cc2cnnn2-c2ccccc2C1C#N (stereo unspecified)	4
CCCC1(CCO)C(=O)NC(=S)NC1=O	3

Compounds above that contain an aryl thioether with sulfur outside any ring (2):
SMILES	PAFAH1B2 inh	PAFAH2 FP inh	PAFAH1B3 FP inh
O=C(O)c1cccc2c1NC(c1cccc([N+](=O)[O-])c1)C1CC(Sc3ccccc3[N+](=O)[O-])C(Cl)C21 (stereo unspecified)	18	37*	11
CSc1cccc(NP2(=O)OCC(C)([N+](=O)[O-])CO2)c1 (stereo unspecified)	8	2	4

Single records, from the list above. Values in the order: PAFAH1B2 inh, PAFAH2 FP inh, PAFAH1B3 FP inh
Profile of CC1(C)C(=O)CCC2C1=CCC1C2CCC2(C)C(O)CCC12 (stereo unspecified) : 3, 3, 13
Profile of CC12C=CC(=O)CC1CCC1C2CCC2(C)C(O)C(O)CC12 (stereo unspecified) : 4, 0, 2
Profile of CCC1(CC)C(=O)NC(=O)N(c2ccccc2)C1=O : -1, 5, 8
Profile of CC12CCC(=O)C=C1CC(N1CC1)C1C2CCC2(C)C(O)CCC12 (stereo unspecified) : 0, 2, 5

Continuation.
SMILES	PAFAH1B2 inh	PAFAH2 FP inh	PAFAH1B3 FP inh
CCCCC1C(=O)NC(=S)N(C)C1=O (stereo unspecified)	0	-2	7
CN1C[C@H]2CON(C)[C@H]2C[C@H]1c1cccc(Br)c1	3	-3	10
CC(C)(C)C1(CCO)C(=O)NC(=S)NC1=O	-5	3	6
C[C@]12CC[C@@H](O)CC1=CCC1C2CC[C@@]2(C)C1C[C@@H](F)[C@H]2O (stereo partly specified)	2	-6	6
CCC1(CC)C(=O)NC(=O)N(CCc2ccccn2)C1=O	3	11	4
O=C(O)CCn1cc(C=C2C(=O)NC(=S)NC2=O)c(-c2cc3ccccc3oc2=O)n1	1	5	-3
c1ccc(C2c3ccccc3-n3nncc3CN2CC2CCCCC2)cc1 (stereo unspecified)	-2	0	7
CC(=O)C1CCC2(O)C3CCC4=CC(=O)CCC4(C)C3CCC12C (stereo unspecified)	1	-2	6
C=CCC1(CC)C(=O)NC(=S)NC1=O	1	1	4
COC(=O)C1=C(C)NC(=S)NC1c1ccc(N(CCCl)CCCl)cc1Cl (stereo unspecified)	15	-1	5
COc1ccc(CC2C(=O)NC(C)C(=O)N(C)C3C(=O)N(C)C(Cc4ccc(O)c(c4)Oc4ccc(cc4)C3O)C(=O)NC(C)C(=O)NC(C)C(=O)N2C)cc1 (stereo unspecified)	0	-4	9
CCN(C=C1CC2C3CC=C4CC(O)CCC4(C)C3CCC2(C)C1=O)CC (stereo unspecified)	0	7	12
CC12CCC3C(CCC4CC(=O)CCC43C)C1CC(=NO)C2=O (stereo unspecified)	4	5	13
C[C@]12CCCCC1=CC(=O)C1C2CC[C@@]2(C)C1C[C@@H](F)[C@@H]2O (stereo partly specified)	0	3	11
CC(=O)OC1C(O)C(C)OC(OC2C(OC(=O)C3CCC4C(C3)OC3(CC(OC(=O)/C=C/c5ccccc5)C(C)CO3)C43CO3)OC(C)C(O)C2OC(C)=O)C1O (stereo unspecified)	5	5	5
COc1ccccc1-n1c(-c2ccccc2)nc2ccccc2c1=O	-5	-8	11
CC1CC2C(C(O)CC3(C)C(O)CCC23)C2(C)CCC(=O)C=C12 (stereo unspecified)	0	2	3
COc1ccccc1NP1(=O)OCC(C)([N+](=O)[O-])CO1 (stereo unspecified)	2	3	6
CCC1CN1P1(=O)OCC(C)([N+](=O)[O-])CO1 (stereo unspecified)	-3	1	-3
CCN(CC)C(=O)c1ccc(N(Cc2ccccc2)S(C)(=O)=O)cc1	8	11	-6
C=C1C(=O)OC2CC(C)C3C=CC(=O)C3(C)C(O)C12 (stereo unspecified)	1	0	9
CC[C@@H](CO)NC(=O)[C@@H]1C=C2c3cccc4[nH]cc(c34)C[C@H]2N(C)C1	3	1	10
COc1ccc(Cc2c(O)[nH]c(=S)[nH]c2=O)cc1	3	9	6
c1ccc(N2C3C4CC(C5CCCC54)C32)cc1 (stereo unspecified)	19	0	5
COc1cc2c(c(OC)c1OC)-c1ccc(SC)c(=O)cc1C(NC(C)=O)CC2 (stereo unspecified)	6	8	9
C=CCCC1(CC(C)C)C(=O)NC(=S)NC1=O	7	0	8
N#CC(C#N)=Cc1ccc(C=C(C#N)C#N)cc1	-7	-11	-4
N[C@H](CO)Cc1ccccc1	0	-8	2
CC12CC(O)C3C(CCC4=CC(=O)CCC43C)C1CCC2=O (stereo unspecified)	-1	2	-2
CCOC(=O)CC(SP1(=S)OCC2(CCCCC2)CO1)C(=O)OCC (stereo unspecified)	5	2	2
O=C(COc1ccccc1)NCCc1cnc[nH]1	1	5	4

Only part of the results is shown; count on the stated rates, not on these rows.
